Dynein cargo inh: dynein cargo transport inhibition. 3617.4 mouse cells, GR-EGFP nuclear translocation imaging; test concentration mostly 20 µM; stimulated with dexamethasone, 1 µM; stronger effect = lower value. z-score, hits read low. actives 0.47% (n = 220,000). AID 1381;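 active = plate z-score of nuclear minus cytoplasmic receptor signal below a set negative limit, without overly bright fluorescence or cell loss, cut at about -3.5 in these data, passing the limit was not always enough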;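 also: z-score of nuclear minus cytoplasmic ring GR-EGFP intensity difference per well; some compounds called inactive have numbers as strong as hits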
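Buffer or medium: tetracycline-free induction medium containing charcoal-stripped FBS / Reagent: dexamethasone agonist, 1.0 µM final, for 30 min / Technique: automated 10x imaging of fixed Hoechst-stained cells / Times: induction 48 h, compound 1 h, agonist 30 min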
NOD2 inhibition: NOD2 signaling inhibitors, cell-based, luminescence, uHTS, HEK293 (AID 1566); HEK293 NOD2/NF-kB luciferase reporter, luminescence; higher % means a stronger effect; inhibition, % at 4 µM; hits with a dose series show EC50 in µM; actives 0.63% (n = 290,000); also: many of its hits are not listed in these tables
NOD1 inhibition: inhibition of NOD1-driven NF-kB reporter – cell-based, luminescence, uHTS, primary screen (AID 1578); NOD1-driven NF-kB luciferase reporter cells, luminescence; higher % means a stronger effect; inhibition, % at 4 µM, or EC50 in µM where a hit was titrated; actives 1% (n = 290,000); in the data active = inhibition mostly above about 36%, no sharp cut-off; inactive = mostly below about 34%;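 also: HEK-293T reporter cells stimulated with the NOD1 agonist gamma-tri-DAP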
M1AAP inhibition: P. falciparum M1AAP inhibitors, biochemical, fluorogenic H-Leu-NHMec substrate, 1536-well (AID 1445); recombinant M1AAP, H-Leu-NHMec fluorogenic kinetic assay; higher % means a stronger effect; inhibition, % at 30 µM, or IC50 in µM where a hit was titrated; actives 0.42% (n = 220,000);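 active = primary inhibition above the hit cutoff, then over 50% inhibition at one or more dose response concentrations, cut at about 23% in these data, passing the limit was not always enough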;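 also: plate controls were DMSO full reaction for no effect and no enzyme background for full effect; strong numbers were not always called active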
KOR beta-arrestin-1: kappa opioid receptor blockers – cell-based, luminescence, uHTS (AID 1778). actives 0.091% (n = 290,000). KOR beta-arrestin recruitment, luminescence, antagonist mode; higher % means a stronger effect. one-dose inhibition, % at 10 µM; IC50 in µM for titrated hits; also: strong numbers were not always called active
M17LAP inhibition: P. falciparum M17LAP inhibitors, primary screen, biochemical, fluorogenic H-Leu-NHMec substrate, 1536-well (AID 1619); recombinant M17LAP, H-Leu-NHMec fluorogenic kinetic assay; higher % means a stronger effect; inhibition, % at 30 µM; hits with a dose series show IC50 in µM; actives 0.38% (n = 220,000);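 active = compound inhibiting the enzyme by more than half at any dose during confirmatory dose-response retesting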;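 also: plate controls were full reaction with DMSO carrier for no effect and no enzyme background for full effect; strong numbers were not always called active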
KOR beta-arrestin-2: KOR agonists, beta-arrestin recruitment, primary screen, cell-based, luminescence, uHTS (AID 1777). KOR beta-arrestin recruitment, luminescence; higher % means a stronger effect. one-dose activation, % at 10 µM; EC50 in µM for titrated hits. actives 0.02% (n = 280,000); in the data active = activation above about 50%, passing the limit was not always enough; also: a part of the inactive calls stands beside numbers as strong as those of hits
GPR55 activation: GPR55 agonists via beta-arrestin recruitment, primary screen, imaging, U2OS cells, beta-arrestin-GFP redistribution (AID 1961); actives 0.048% (n = 290,000); U2OS GPR55 beta-arrestin-GFP redistribution imaging; higher % means a stronger effect; activation, % at 10 µM, or EC50 in µM where a hit was titrated;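 active = activation above 40% with more than 50 cells counted in the well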;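 also: U2OS osteosarcoma cells stably expressing GPR55 and beta-arrestin-GFP; plate controls were DMSO negative control for no effect and LPI positive control for full effect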
AID2073: inhibitors of Mint1-CaV2.2 protein interaction, biochemical, HTRF (AID 2073) | HTRF protein-protein interaction, Mint1-CaV2.2; higher % means a stronger effect | inhibition, % at 20 µM; hits with a dose series show IC50 in µM | actives 0.19% (n = 290,000); in the data active = inhibition mostly above about 51%, no sharp cut-off; also: some results filed as inactive read as strong as hits
Dynein cargo inh cytoplasmic EGFP: second read-out of Dynein cargo inh, no call of its own (marks repeat the call); z-score; measured here: cytoplasmic GR-EGFP intensity; stronger effect = higher value
Dynein cargo inh nuclear GR-EGFP: second read-out of Dynein cargo inh, no call of its own (marks repeat the call); z-score; measured here: nuclear GR-EGFP intensity;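 lower value marks the stronger effect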
Dynein cargo inh cell count: further read-out of Dynein cargo inh, marked with its call; z-score; measured here: cell count per field
* = called active by the depositor; / = not tested or not shown; [ ] = another dose, or the depositor's remark. Rule as the data show it, unless noted: active = inhibition above about 50%; inactive = the rest. A portion of the library. The share of hits here may be higher or lower than overall.

SMILES	Dynein cargo inh	Dynein cargo inh cytoplasmic EGFP	Dynein cargo inh nuclear GR-EGFP	Dynein cargo inh cell count	NOD2 inhibition	NOD1 inhibition	M1AAP inhibition	KOR beta-arrestin-1	M17LAP inhibition	KOR beta-arrestin-2	GPR55 activation	AID2073
Cc1cc(C)c(S(=O)(=O)N2CCOC2CNC(=O)C(=O)NCc2ccccn2)c(C)c1 (centres undefined)	/	/	/	/	-5%	-25%	/	-32%	/	2.1%	0.0%	1%
COc1ccc(NC2=NCCC(=O)N2Cc2cccs2)cc1	-0.0059	-0.21	-0.19	0.29	14%	14%	9%	22%	10%	9.0%	0.3%	-15%
O=C1CC(N2CCN(C/C=C/c3ccccc3)CC2)C(=O)N1Cc1cccs1 (centres undefined)	-0.19	-0.22	0.034	1.3	8%	-4%	0%	10%	5%	-0.3%	-0.1%	2%
COc1cc(S(=O)(=O)n2cnc3ccccc32)ccc1Br	/	/	/	/	4%	-18%	/	7%[20 µM]	/	1.2%	-0.1%	1%
Cc1cccc(C)c1NC(=O)C1C2C=CC(C2)C1C(=O)O (centres undefined)	/	/	/	/	1%	-40%	/	-41%[20 µM]	/	-3.6%	1.0%	-2%
COc1ccc(CNc2nccs2)cc1OC	/	/	/	/	-6%	-18%	/	6%	/	-1.9%	0.3%	1%
COc1ccc(-c2cc(OC)c3c(C)oc(C)c3c(=O)c2)cc1OC	-0.6	-0.14	-0.29	0.61	3%	12%	5%	14%	13%	-4.7%	0.0%	-2%
Cc1n[nH]c(=O)nc1N/N=C/c1ccc(O)c([N+](=O)[O-])c1	0.43	0.095	0.86	-0.58	10%	-13%	2%	48%	-3%	-2.9%	-0.4%	-7%
CCOc1cc(/C=C2/C(=N)N3N=C(CC)SC3=NC2=O)ccc1OC(=O)c1ccco1	/	/	/	/	-9%	-24%	/	-7%	/	7.6%	-0.1%	22%
Cc1ccc(C(=O)NCc2ccccn2)o1	-0.17	-0.3	-0.38	0.53	15%	-18%	-4%	12%	14%	2.5%	0.1%	0%
O=C(CC(=O)c1ccccc1)Nc1ccccn1	/	/	/	/	-51%	-29%	/	3%	/	3.3%	-0.2%	19%
O=C(c1cccs1)N1CCN(c2ccc(Cl)cc2)CC1	/	/	/	/	-5%	-53%	/	1%	/	-3.1%	-0.2%	0%
O=C(COC(=O)c1ccc(S(=O)(=O)NCc2ccco2)cc1)NCCC1=CCCCC1	-0.36	-0.19	-0.069	0.34	-3%	-30%	-2%	2%	0%	0.8%	-0.2%	10%
CCCN1C(=O)C2(C(C(=O)c3ccc(C)o3)=C(O)C(=O)N2CCCN2CCOCC2)c2ccccc21 (centres undefined)	0.82	-0.2	0.33	-0.38	10%	-9%	11%	5%	7%	-2.3%	-0.2%	5%
COc1ccc(NC(=O)c2ccc(CNS(=O)(=O)c3cccc(OC)c3)cc2)cc1	-0.033	0.97	0.46	1.2	6%	-18%	0%	4%	-8%	3.3%	-0.1%	5%
COc1cc(O)c(C(CC(=O)N2CCCC2)c2ccc3c(c2)OCO3)c(OC)c1 (centres undefined)	2.8	-0.49	1.6	-1.7	5%	6%	-8%	16%	2%	-0.2%	0.0%	3%
O=C1CCCC2=C1C(c1cccs1)CC(=O)N2c1ccc(F)cc1 (centres undefined)	-0.72	-0.33	-0.38	1	3%	-21%	-1%	1%	-4%	-7.7%	0.2%	2%
CCNC(=O)COC(=O)Cc1ccc(Cl)cc1Cl	1.3	-0.29	0.93	-1.1	-11%	-12%	-3%	10%	-1%	-2.5%	0.4%	1%
CC(C)NC(=O)N1CCC(n2nccc2NC(=O)CCOc2ccccc2)CC1	/	/	/	/	6%	-25%	/	14%	/	-3.3%	0.0%	-6%
O=C(NC(=S)Nc1cccc(C(F)(F)F)c1)c1csnn1	3.6	-0.22	1.4	-1.2	5%	-24%	-1%	-7%	-5%	-2.0%	-0.3%	10%
COc1ccc2nc(NC(=O)CCNS(=O)(=O)c3ccc4c(c3)oc(=O)n4C)sc2c1	-1.3	-0.26	-0.57	0.39	-22%	-8%	-7%	8%	6%	-3.3%	-0.1%	14%
NC(=O)c1cccnc1Oc1cccc(Cl)c1	1.1	0.54	1.2	-1.5	-7%	21%	6%	-34%	1%	3.5%	0.0%	2%
COCCOc1cc(NC(=O)c2ccccc2)c(Cl)cc1Cl	1.1	-0.23	0.17	-0.22	2%	-7%	-1%	29%	14%	1.1%	0.4%	11%
CCC(C)n1cnc2c(c1=O)c1nc3ccccc3nc1n2Cc1ccc(OC)cc1 (centres undefined)	-0.061	-0.18	-0.28	0.29	-7%	-10%	5%	-18%	-1%	-2.1%	0.2%	-14%
CN(C)S(=O)(=O)c1ccc(C(=O)OC2CCOC2=O)cc1 (centres undefined)	/	/	/	/	-9%	-23%	/	8%	/	0.5%	0.2%	-1%

More compounds follow:
SMILES	Dynein cargo inh	Dynein cargo inh cytoplasmic EGFP	Dynein cargo inh nuclear GR-EGFP	Dynein cargo inh cell count	NOD2 inhibition	NOD1 inhibition	M1AAP inhibition	KOR beta-arrestin-1	M17LAP inhibition	KOR beta-arrestin-2	GPR55 activation	AID2073
CC(=O)c1cccc(NC(=O)c2ccc3c(c2)C(=O)N(Cc2cccnc2)C3=O)c1	/	/	/	/	26%	0%	/	7%	/	4.0%	-0.2%	-2%
O=S(=O)(c1ccccc1)N1CCN(S(=O)(=O)N2CCCCCC2)CC1	/	/	/	/	6%	-31%	/	-14%	/	-2.9%	0.8%	3%
COc1ccc(CC(=O)NC(=S)Nc2ccc(S(N)(=O)=O)cc2)cc1	-0.62	-0.28	0.5	0.45	20%	-5%	6%	30%	8%	7.0%	0.1%	-9%
CC(C)(C)OC(=O)N1CCC(Cc2cc(-c3ccccc3)no2)(C(=O)O)CC1	/	/	/	/	-6%	11%	/	-14%[20 µM]	/	-7.0%	-0.2%	9%
COc1cc(OC)cc(C(=O)Nc2ccc(S(=O)(=O)Nc3cc(C)on3)cc2)c1	0.43	-0.13	0.26	-1.1	20%	-16%	-1%	1%	-16%	3.5%	-0.3%	2%
CSc1ccccc1OCc1cc(C(=O)N(C)CC2COCCO2)no1 (centres undefined)	/	/	/	/	-22%	-16%	/	4%	/	-1.7%	0.7%	6%
CCOC(=O)CC(NC(=O)c1ccc(C)cc1)c1ccc(OC)cc1 (centres undefined)	-0.89	-0.25	-0.84	1.2	22%	-23%	6%	-12%	3%	-2.9%	-0.4%	5%
O=C(Cn1cnc2cc([N+](=O)[O-])ccc2c1=O)Nc1ccc2c(c1)CCC2	0.94	-0.27	0.47	-0.041	24%	24%	8%	4%	25%	-7.1%	-0.1%	0%
CC(C)Cc1ccccc1O	/	/	/	/	17%	-18%	/	-31%[20 µM]	/	-1.7%	-0.1%	11%
N#CC1=C(N)OC2=C(CC/C2=C\c2ccccc2)C1c1ccccc1 (centres undefined)	-4.3	23	-0.003	0.16	-9%	-7%	10%	1%	8%	-4.9%	/	2%
CCc1nnc(NC(=O)CSc2nc(C)c3c(c2C#N)CCCC3)s1	0.23	-0.24	-0.32	-0.036	-302%	-96%	-4%	-30%	-3%	4.9%	-0.1%	2%
CCOc1ccccc1Oc1ccc(C(F)(F)F)cn1	-0.27	-0.22	-0.44	0.19	8%	/	4%	19%	-15%	2.1%	-0.1%	2%
Cc1ccc(NC(=O)CSC2=NN3CCCC(=O)N=C3S2)cc1Cl	/	/	/	/	33%	-9%	/	-18%	/	-1.8%	/	8%
C[C@@]12CCC=C[C@H]1[C@H](c1ccc(F)c(/C=C/c3ccccc3)c1)N(Cc1ccccc1)C2=O	-1.4	-0.73	-0.68	0.32	7%	-4%	2%	6%	5%	1.3%	0.7%	16%
COC(=O)c1c(NC(=O)COC(=O)[C@@H](NS(=O)(=O)c2ccccc2)C(C)C)sc2c1CCC2	0.74	0.098	0.9	-1.5	17%	38%	-1%	-5%	2%	1.8%	-0.3%	42%
Fc1ccc(-c2cc3nc4c(c(N5CCOCC5)n3n2)CCCC4)cc1	-0.57	-0.23	-0.048	1	-16%	-38%	4%	-8%	-8%	4.1%	0.2%	-1%
CCn1cc(C(=O)NN)c(=O)c2cc(F)c(N3CCOCC3)cc21	/	/	/	/	-83%	-9%	/	-2%	/	-7.1%	-0.1%	12%
CC1CCC(NCC(=O)Nc2cccc(S(N)(=O)=O)c2)CC1 (centres undefined)	0.31	-0.3	0.45	0.41	-10%	-8%	-5%	21%	-4%	-1.7%	-0.2%	-7%
COc1cccc(OC)c1CNC(=O)C1CCC(=O)N(CC2CCCCC2)C1 (centres undefined)	/	/	/	/	-14%	-25%	/	-32%	/	0.3%	-0.1%	3%
CCOc1ccc(-n2c(N)c(C(=O)NCc3cccnc3)sc2=S)cc1	-1.1	-0.085	-0.33	-0.49	12%	14%	5%	9%	7%	-0.3%	-0.1%	-36%
O=C(Cn1nnc2ccccc2c1=O)Nc1cccc(S(=O)(=O)N2CCOCC2)c1	1.3	-0.57	1.9	-0.15	5%	9%	0%	-6%	-9%	2.8%	-0.7%	9%

Only Dynein cargo inh nuclear GR-EGFP and M1AAP inhibition, for 3 of the compounds above:
SMILES,Dynein cargo inh nuclear GR-EGFP,M1AAP inhibition
CCOC(=O)CC(NC(=O)c1ccc(C)cc1)c1ccc(OC)cc1 (centres undefined),-0.84,6%
COc1cc(OC)cc(C(=O)Nc2ccc(S(=O)(=O)Nc3cc(C)on3)cc2)c1,0.26,-1%
CCOc1ccccc1Oc1ccc(C(F)(F)F)cn1,-0.44,4%

High-throughput results: PubChem BioAssay, several laboratories
